Screens as filed in PubChem BioAssay.
RTF Ca sens act = cardiac RTF calcium sensitization. activation, % at 7.2 µM. P19429+P45379. IANBD-labeled TnC RTF fluorescence at EC20 calcium; 0% EC20 calcium, 100% full calcium. 340,000 tested, 0.24% active;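 active = activation above the mean over all tested compounds plus 3 SD, cut at about 30% in these data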;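 also: rise in fluorescence read as greater calcium sensitivity of cardiac thin filaments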
MITF act = MITF TRPM1 promoter activation in melanoma cells. SK-MEL-5 TRPM1-promoter luciferase, 24 h; % of positive control, neutral wells = 0. activation, % at 12.5 µM. 300,000 tested, 0.75% active. AID 588334;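 active = mean activation of at least 80% with every replicate also reaching 80%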;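 also: 0% = neutral control wells and 100% = parthenolide positive control wells; values of inactives mirror those of a sister screen read the other way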
dFosB act = activators of mouse delta FosB homodimer. P13346. purified delta FosB, TAMRA-CDK5 oligo fluorescence polarization; percent of positive-control signal above neutral wells. activation, % at 25 µM. 340,000 tested, 0.99% active;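 active = mean activation above about 17%, with every replicate also reaching it, limit read from the data, passing the limit was not always enough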;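 also: fluorescence polarization rise as delta FosB binds a TAMRA Cdk5 AP-1 oligo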
Target sequence (P13346 whole entry, looked up): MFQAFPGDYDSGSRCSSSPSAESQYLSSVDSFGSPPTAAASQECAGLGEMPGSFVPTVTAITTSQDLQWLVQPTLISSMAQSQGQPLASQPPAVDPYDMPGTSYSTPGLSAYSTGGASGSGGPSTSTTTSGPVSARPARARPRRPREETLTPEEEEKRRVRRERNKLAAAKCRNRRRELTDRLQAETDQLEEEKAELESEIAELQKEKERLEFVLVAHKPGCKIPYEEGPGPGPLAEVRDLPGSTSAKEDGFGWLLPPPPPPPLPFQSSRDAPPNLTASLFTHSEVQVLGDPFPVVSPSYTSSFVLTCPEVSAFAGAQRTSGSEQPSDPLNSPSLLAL
Rtt109 HAT inh = blocks Candida albicans Rtt109/Vps75 acetyltransferase activity; Q5AAJ8; purified Rtt109/Vps75, ThioGlo CoA-SH fluorescence, 4 h; inhibition, % at 34.9 µM; 330,000 tested, 0.16% active; AID 540336;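 active = inhibition of at least 50% in every replicate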
Target sequence (Q5AAJ8 whole entry, looked up): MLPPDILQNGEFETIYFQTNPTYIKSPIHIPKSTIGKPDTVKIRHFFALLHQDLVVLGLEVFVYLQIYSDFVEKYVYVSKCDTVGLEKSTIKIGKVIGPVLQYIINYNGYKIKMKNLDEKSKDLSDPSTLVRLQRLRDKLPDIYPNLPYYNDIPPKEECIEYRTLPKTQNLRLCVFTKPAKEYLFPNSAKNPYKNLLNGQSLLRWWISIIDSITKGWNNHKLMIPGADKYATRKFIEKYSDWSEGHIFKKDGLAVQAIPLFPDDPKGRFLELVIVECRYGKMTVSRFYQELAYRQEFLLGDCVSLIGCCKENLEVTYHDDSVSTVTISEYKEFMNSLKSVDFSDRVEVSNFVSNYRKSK
PvdQ inh = blocks Pseudomonas aeruginosa PvdQ acylase activity; purified PvdQ acylase, fluorescence plate reader; 340,000 tested, 0.063% active; inhibition, % at 10 µM; in the data active = inhibition above about 30%, passing the limit was not always enough;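 also: 0% = vehicle neutral wells and 100% = reference inhibitor wells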
SR-BI uptake up = SR-BI HDL lipid transfer activation. CHO ldlA[mSR-BI] cells, DiI-HDL uptake fluorescence, 3 h; 100 = double the neutral-control signal. activation, % at 12.5 µM. 320,000 tested, 0.096% active;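 active = mean replicate activation of at least 60% and every replicate at or above 60%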;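 also: 0% = median plate neutral-control signal and 100% = twice that signal; values of inactives mirror those of a sister screen read the other way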
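Material: SR-BI-overexpressing, LDLR-lacking CHO cells | Dosing: Single compound concentration, delivered by pin transfer | Probe or stimulus: Labelled HDL, 10 µg/mL | Signal: Bottom-read cell fluorescence after medium removal, ex 550/em 595 nm | Schedule: 3 h, 37 °C | Evaluation: HDL uptake via cellular fluorescence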
Wnt bcat act = Wnt/beta-catenin pathway activation; AID 743398; Wnt/beta-catenin reporter cell assay, activator, plate reader; activation, % at 9.35 µM; 300,000 tested, 1.2% active; in the data active = activation above about 30%, passing the limit was not always enough;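 also: 0% = neutral control wells and 100% = positive control wells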
SR-BI HDL uptake = mouse SR-BI HDL lipid transfer inhibition. Q61009. inhibition, % at 12.5 µM. 320,000 tested, 0.96% active. ldlA[mSR-BI] CHO cells, DiI-HDL uptake fluorescence, 3 h;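 active = mean replicate inhibition of at least 70% and a set share of replicates each scoring 70 or more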;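 also: 0% = median of neutral control wells and 100% = median of positive control wells; values of inactives mirror those of a sister screen read the other way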
HTR5A ag = counter-screen for OPRM1-OPRD1 agonists: human HTR5A agonism; HTR5A agonist assay, luminescence, cell-based; 340,000 tested, 0.61% active; activation, % at 9.3 µM; in the data active = activation mostly above about 9.5%, no sharp cut-off; inactive = mostly below about 7.6%;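 also: 0% = cells with vehicle only and 100% = reference agonist; strong numbers were not always called active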
Target sequence (P47898 whole entry, looked up): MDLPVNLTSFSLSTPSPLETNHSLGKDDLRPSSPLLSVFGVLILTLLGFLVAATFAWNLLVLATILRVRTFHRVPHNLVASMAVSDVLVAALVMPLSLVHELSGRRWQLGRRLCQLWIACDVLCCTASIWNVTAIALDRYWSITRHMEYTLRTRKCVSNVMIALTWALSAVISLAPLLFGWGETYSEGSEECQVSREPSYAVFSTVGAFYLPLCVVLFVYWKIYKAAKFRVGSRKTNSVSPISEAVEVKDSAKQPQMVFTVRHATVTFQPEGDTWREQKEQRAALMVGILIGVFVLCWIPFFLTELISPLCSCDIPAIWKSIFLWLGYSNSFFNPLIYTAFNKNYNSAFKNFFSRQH
CDK5 inh = inhibitors of human CDK5/p35 kinase; Q00535+Q15078; Recombinant CDK5/p35, ADP-Glo luminescence, 60 min; inhibition, % at 10 µM; 330,000 tested, 0.01% active; AID 488839;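 active = highest replicate inhibition of at least 50% and at least 75% of replicates reaching 50%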;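 also: plate controls were DMSO neutral control for no effect and GW8510 at 10 µM for full effect; many of its hits are not listed in these tables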
* hit, by the source's call; x = no result given; & = joins results of further samples. Rows are unselected. About 4.4% of those tested had a hit in this group.

Compound,RTF Ca sens act,MITF act,dFosB act,Rtt109 HAT inh,PvdQ inh,SR-BI uptake up,Wnt bcat act,SR-BI HDL uptake,HTR5A ag,CDK5 inh
CCc1ccc(OCC(=O)Nc2ccc(-c3nc4ccccc4o3)c(O)c2)cc1,-2,17,9,-15,-19,-9,x,9,1,0.8
Cc1ccc(C(C(=O)NCC2CCCO2)N(C(=O)c2snc(C(N)=O)c2N)c2ccccc2F)o1 (stereo not drawn),2,10,-17,-5,-4,7,1,-7,0,-0.3
Cc1cccc(N(CC(=O)Nc2ccc(-c3nc4ccc(C)cc4s3)cc2)S(C)(=O)=O)c1,12,55,-12,-1,-10,-58,x,58,0,-0.2
O=c1[nH]c(=S)[nH]cc1Oc1ccc(Cl)cc1,2,11,-5,-1,-11,20,-1,-20,-1,3.0
O=C(CCCc1c[nH]c2ccccc12)N1CCCCCC1,1,29,-8,1,-21,-24,-1,24,-1,0.4
Cc1cc2nc3c(nc2cc1C)CCCC3,-1,12,3,5,-5,-3,16,3,5,-4.4
CN1CCc2cc3c(c4c2C1CC41CCC(=NO)CC1)OCO3 (stereo not drawn),-1,11,-3,4,-4,11,-1,-11,2,0.3
COc1ccc(CN2CN(c3ccc(Cl)cc3)C(=O)N(n3cnnc3)C2)cc1,4,4,3,-3,-15,12,x,-12,-1,-0.4
CCCC1OC23CCCCC2C(C#N)(C#N)C1(C#N)C(=N)O3 (stereo not drawn),35*,-19,-50,-372,-1,24,1,-24,-4,-0.8
Cn1c(SCC(=O)Nc2ccc(N3CCOCC3)cc2)nnc1C(F)(F)F,-3,7,-1,1,-16,11,-5,-11,6,-1.4
O=[N+]([O-])c1ccccc1-c1ccc(C(=S)N2CCCCC2)o1,4,x,-9,4,-6,-13,-2,13,6,0.6
COc1ccccc1OCCNC(=O)CNC(=O)c1ccc(C(C)(C)C)cc1,-4,6,-8,12,8,9,-2,-9,0,0.0
Cc1ccccc1C(=O)NCCCCc1ccccc1,1,3,2,-4,-20,25,x,-25,-2,-1.7
Cc1ccc(NC(=O)Cn2nnc(C(=O)NCc3cccs3)c2N)cc1Cl,4,19,12,-11,-12,12,-1,-12,1,0.1
Cc1ccc(N2C(=O)C(O)(C(F)(F)F)C3=C2CC(C)(C)CC3=O)cc1 (stereo not drawn),-4,-10,-12,2,-11,9,-6,-9,-2,-0.9
Cc1cc(NC(=O)CSc2cc(C)c3ccccc3n2)no1,-6,13,-2,-8,4,-8,-2,8,4,2.0
COc1ccccc1CC(NC(C)=O)C(=O)NC1CCN(C(=O)Nc2ccccc2Cl)CC1 (stereo not drawn),3,-2,-3,2,-9,-12,-1,12,-2,-1.3
CCOc1ccc2nc(NC(=O)Nc3cccs3)sc2c1,3,59,-3,-5,-13,-40,0,40,1,-0.4
O=C(Cn1cnc2ccccc2c1=O)c1ccc(Cl)cc1,-2,53,-2,-7,-13,0,8,0,-2,0.8
CC(=O)NCCCc1nc2ccccc2n1Cc1c(F)cccc1Cl,9,5,1,-1,-22,-4,-1,4,2,-0.1
Nc1ccc(S(=O)(=O)NN=Cc2ccccc2[N+](=O)[O-])cc1,3,1,-4,1,-16,19,3,-19,3,0.0
O=C(NCc1ccc(Cl)cc1)C1CCC(=O)N(C2CCCCCC2)C1 (stereo not drawn),-2,-7,1,2,-6,-12,0,12,2,0.6
COc1ccccc1NC(=O)C(C)OC(=O)/C(=C/c1ccccc1)NC(C)=O (stereo not drawn),2,-11,3,4,-18,-7,1,7,-2,-1.4
CC(=O)Nc1ccc(NC(=O)CSC2=NS(=O)(=O)c3ccccc3N2)cc1,-3,-1,-2,11,9,29,1,-29,-2,0.0
O=C(CCc1nnc(COc2ccccc2)o1)NCCc1cccs1,4,4,-5,-9,-9,23,1,-23,-1,-1.3

Structural class: those above with a furan ring, fused or not (two)
Compound,RTF Ca sens act,MITF act,dFosB act,Rtt109 HAT inh,PvdQ inh,SR-BI uptake up,Wnt bcat act,SR-BI HDL uptake,HTR5A ag,CDK5 inh
Cc1ccc(C(C(=O)NCC2CCCO2)N(C(=O)c2snc(C(N)=O)c2N)c2ccccc2F)o1 (stereo not drawn),2,10,-17,-5,-4,7,1,-7,0,-0.3
O=[N+]([O-])c1ccccc1-c1ccc(C(=S)N2CCCCC2)o1,4,x,-9,4,-6,-13,-2,13,6,0.6

The list continues.
Compound,RTF Ca sens act,MITF act,dFosB act,Rtt109 HAT inh,PvdQ inh,SR-BI uptake up,Wnt bcat act,SR-BI HDL uptake,HTR5A ag,CDK5 inh
O=C(C1CCCCC1)N1CCN(c2ccccc2F)CC1,6,x,-14,0,-11,13,-3,-13,-1,1.0
O=C(O)c1cccc(NC(=S)N/N=C/c2ccccc2OCc2cccc(Br)c2)c1,14,9,-17,-3,-7,-9,9,9,-5,-4.0
CN1CCN(C(=O)c2cc3ccccc3oc2=O)CC1,8,-5,-6,-6,-6,-35,-5,35,-1,-0.4
COc1cc(SC)ccc1C(=O)Nc1cc(C)c(OCC(=O)N2CCOCC2)c(C)c1,-7,20,-8,10,8,-52,7,52,3,-4.1
NC(=O)[C@@H]1CCCN1Cc1nc(-c2cccs2)no1,-1,-9,10,-7,8,23,-2,-23,-5,0.5
CCOc1cc(C(=S)N2CCCC2)ccc1OCC(=O)Nc1c(C)cc(C)cc1C,14,1,13,7,-2,-4,x,4,8,-1.0
CC[C@]12c3[nH]c4cc(-c5ccco5)ccc4c3CCN1C(=O)[C@@H](CC(=O)NCc1cccc(C(F)(F)F)c1)C[C@@H]2C(=O)N1CCN(C(=O)c2ccco2)CC1,-3,-22,-23,-8,-18,-4,-2,4,3.5*,0.2
OCC1(Cc2cccc(C(F)(F)F)c2)CCN(Cc2cc3ccccc3o2)CC1,0,-6,-18,-10,-16,5,0,-5,4,-1.9
CN1CCCN(C(=O)CC2(CC(=O)O)CCCC2)CC1,15,-6,-5,-3,-8,15,-1,-15,-4,3.0
Cc1ccc(OCc2ccc([N+](=O)[O-])cc2)c([N+](=O)[O-])n1,3,139*,1,-1,-2,-10,33*,10,-4,0.6
CCOC(=O)c1c(NC(=O)c2nn(CC)cc2Br)sc2c1CCCCC2,0,9,-9,-14,-7,-59,x,59,-3,0.7
Cc1nc2nc(-c3ccco3)[nH]n2c(=O)c1C,-3,-7,-11,-2,14,19,x,-19,8,2.4
CC(Oc1ccc2oc(-c3ccccc3)c(C(=O)O)c2c1)C(=O)O (stereo not drawn),0,-2,2,0,9,16,-10,-16,-1,0.7
CCN(CC)S(=O)(=O)c1ccc(N2CCOCC2)c(NS(=O)(=O)c2ccc(OC)cc2)c1,2,-8,13,-9,14,x,5,x,5,0.5
O=C(NC1CCC(C(=O)O)CC1)OCc1ccccc1 (stereo not drawn),0&2,10&-9,1&1,6&3,-8&4,6&15,-2,-6&-15,3&-5,-2.3&0.5
CC1CCc2sc(C(=O)NC3CCCCC3)cc2C1 (stereo not drawn),1,x,-4,-11,-11,-14,54*,14,7,-3.0
O=C(NCCc1ccccc1)C(=S)N1CCCCC1,3,1,-4,-9,-10,-3,0,3,2,0.4
CCCC(c1nnnn1C(C)(C)CC)N(CCCO)Cc1cc2cc(C)cc(C)c2[nH]c1=O (stereo not drawn),-5,-5,-16,16,-1,13,-2,-13,2,-0.2
Cc1ccc(C(=O)C(C)OC(=O)Cn2[nH]c(=O)c3ccccc3c2=O)cc1C (stereo not drawn),-4,-7,-8,22,-4,11,2,-11,12*,0.8
Cc1cc(OCC(=O)NCCO)cc(C)c1Cl,-4,11,-2,0,-14,3,x,-3,-1,0.2
CCS(=O)(=O)CCSC(=N)N,7,-2,2,-16,10,10,4,-10,-6,0.1
Cc1n[nH]c(=O)c2c(NC(=O)CSc3nc4ccccc4c(=O)n3C(C)C)oc(C)c12,4,6,-9,-3,-14,10,3,-10,2,-8.5
CCOC(=O)c1sc(NC(=S)NC(=O)C23CC4CC(CC(C4)C2)C3)cc1C,4,-5,-6,3,-3,-6,-2,6,-1,-1.3
CCC/C=N/NC(=O)c1cccc(Br)c1,2,-3,0,-7,-7,7,2,-7,-2,1.0
CCCN1Cc2cccc(C(=O)NCc3ccc(C)cc3)c2C1=O,-3,1,-16,3,-16,21,-1,-21,-1,-2.1

(next part)
Compound,RTF Ca sens act,MITF act,dFosB act,Rtt109 HAT inh,PvdQ inh,SR-BI uptake up,Wnt bcat act,SR-BI HDL uptake,HTR5A ag,CDK5 inh
O=C(CCc1nnc(CCC2CCCCC2)o1)NCCc1cccnc1,4,-10,-1,2,-13,28,-5,-28,-2,-0.4
Cc1noc(/C=C/N(C)C)c1S(=O)(=O)N1CCCC(C(=O)Nc2ccccc2F)C1 (stereo not drawn),-6,-27,-8,11,13,-2,0,2,0,-0.2
COc1ccc(C2c3[nH]c4ccccc4c3C[C@H]3C(=O)N(CC(C)C)CC(=O)N23)c(OC)c1 (stereo partly drawn),-10,-14,-16,-12,-14,x,2,x,-4,0.8
CC(C)Cc1nnc(NC(=O)c2cc(-c3ccccc3)nc3ccccc23)s1,-1,-9,-1,4,7,-6,x,6,1,0.2
O=C(CCn1cnc2ccccc21)N=Nc1c(O)[nH]c2ccccc12,-1,0,2,0,-10,x,-2,x,-1,1.1
CC(=O)Nc1ccc(C)c([N+](=O)[O-])c1,-3,0,-2,-2,-10,7,1,-7,5,-1.0
NS(=O)(=O)c1ccc(CCNC(=O)CSc2nc3ccsc3c(=O)n2CC2CCC(C(=O)O)CC2)cc1 (stereo not drawn),-4,-9,-3,-4,-6,27,1,-27,-3,0.7
COc1cccc(CN(C)C(=O)c2[nH]c(C)c(C(C)=O)c2C)c1OC,2,-6,-7,1,-12,1,-2,-1,2,0.3
O=C(N/N=C/c1ccncc1)/C(=C/c1ccccc1)NC(=O)c1ccccc1,0,-5,-6,5,-14,22,1,-22,-1,1.8
O=S1(=O)CC(N2CCCCC2)C(N2CCCCC2)C1 (stereo not drawn),-3,-14,0,12,-1,19,x,-19,4,0.1
CCN(CC)c1ccc(-n2c(O)c(C=C3N=c4ccccc4=N3)sc2=S)cc1,2,-4,1,-1,-9,x,3,x,-4,-0.8
COc1ccc(CNS(=O)(=O)c2ccc3c(c2)CC(C)N3C(=O)C2CC2)cc1 (stereo not drawn),1,-5,-11,-4,-9,11,-3,-11,2,0.8
O=C(NCc1nc2ccccc2[nH]1)c1cc2ccccc2oc1=O,5,21,2,2,-7,0,x,0,-1,-0.9
Cc1nc(-c2noc(-c3ccc(Cl)cc3)n2)c(C(F)(F)F)o1,0,-2,-4,5,-14,16,3,-16,4,0.2
Cc1csc(=N)n1-c1ccc(Cl)cc1,-4,97*,-1,-5,-3,-8,-1,8,5,0.6
COc1ccc(OC)c(CCNC(=O)c2ccc3c(c2)N(Cc2ccc(F)cc2)CCS3)c1,5,-15,-4,-5,-15,-82,x,82*,-1,-2.9
Fc1ccc(N2CCN(Cc3cnc(N4CCOCC4)s3)CC2)cc1,3,-3,1,-5,-4,7,-1,-7,2,-0.8
CCC(=O)Nc1ccc(C(=O)CSc2nnc(-c3ccc(NS(=O)(=O)CC)cc3)o2)cc1OC,2,0,20*,-2,5,-28,1,28,12,0.2
